Screening data as filed in PubChem.
mec2-1: NCI yeast anticancer drug screen, S. cerevisiae mec2-1 strain | 79,000 tested, 9% active | growth inhibition, % at 50 µM;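 note: 0% = growth of vehicle-only cultures of the same strain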
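Growth inhibition is read against vehicle-treated controls after compound exposure of the mec2-1 yeast strain, which is defective in DNA damage repair or cell cycle control.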
yeast rad50: NCI yeast anticancer drug screen, S. cerevisiae rad50 strain; 79,000 tested, 10% active; growth inhibition, % at 50 µM;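 note: 0% = growth of vehicle-only cultures of the same strain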
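Relative growth inhibition (compound vs vehicle) was measured in yeast with a defined repair-gene alteration.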
yeast sgs1 mgt1: NCI yeast anticancer drug screen, S. cerevisiae sgs1 mgt1 strain; AID 161; 78,000 tested, 10% active; growth inhibition, % at 50 µM;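 note: 0% = growth of vehicle-only cultures of the same strain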
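Percent growth inhibition was derived by comparing compound-exposed mutant yeast with vehicle-exposed cultures. The strain carries alterations in DNA damage repair.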
mlh1 rad18: NCI yeast anticancer drug screen, S. cerevisiae mlh1 rad18 strain; growth inhibition, % at 50 µM; 79,000 tested, 11% active;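 note: 0% = growth of vehicle-only cultures of the same strain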
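Growth inhibition of the yeast strain was measured after compound exposure and expressed relative to vehicle-treated controls. The strain carries defined defects in DNA damage repair.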
cln2 rad14: NCI yeast anticancer drug screen, S. cerevisiae cln2 rad14 strain | 78,000 tested, 8.3% active | % growth inhibition at 50 µM;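 note: 0% = growth of vehicle-only cultures of the same strain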
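Yeast strain cln2 rad14, bearing defects in cell cycle control and DNA repair, serves as the test system; values reflect growth inhibition compared with vehicle.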
yeast bub3: NCI yeast anticancer drug screen, S. cerevisiae bub3 mutant strain; growth inhibition, % at 50 µM; 78,000 tested, 9.9% active; AID 167;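 note: 0% = growth of vehicle-only cultures of the same strain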
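Mutant yeast screening strain plus compound; vehicle-treated cultures serve as the 0% inhibition reference.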
The depositor's hits bear a star; · = not tested or not shown; & = joins results of further samples; ! = not active in a repeat. Cut-off read from the data, not from the text of the source: active = growth inhibition above about 70%; inactive = the rest.

Every second line gives: mec2-1, yeast rad50, yeast sgs1 mgt1, mlh1 rad18, cln2 rad14, yeast bub3
O=C(c1ccncc1)n1nc(-c2ccccc2)c(N=Nc2ccccc2[N+](=O)[O-])c1-c1ccccc1
    -17, -2, -9, 1, 2, 30
CCOC(=O)Cn1c(=O)c2nc(SC)sc2n(CC)c1=S
    21, -22, -1, 4, -7, 9
Cc1cc([N+](=O)[O-])c(C)c(Br)c1C
    -20, -8, -38, -1, 5, -39
CC(=O)C[n+]1ccccc1Sc1ccc(Cl)cc1
    -9, 13, 14, 57, 19, 4
O/N=C\c1cccc[n+]1Cc1ccc2ccccc2c1Br
    2, -2, -8, -2, -7, 11
O=c1c2[nH]c3cccc(Cl)c3c2cnn1-c1ccc(F)cc1
    97*, 97*, 97*, 97*, 95*, 98*
CCc1cccc(CC)c1NC(=O)c1ccccc1Br
    2, 2, 16, 21, 16, 0
ClCc1cccc2c(CCl)cccc12
    -6, 60, 1, 12, 33, -15
O=C(O)C(c1ccccc1)C(O)C1(O)CC=CCC1 (centres undefined)
    8, -7, 2, 2, -21, -15
O=C(Nc1ccccc1)OCCc1ccccc1
    38, 45, 27, 34, 43, 38
O=C1c2ccccc2C(=O)N1Br
    -20, 0, 6, 19, 11, 4
Cc1cc(S(=O)(=O)Nc2nc(N)nc(N(C)C)n2)c(SC(C(=O)O)c2ccccc2)cc1Cl (centres undefined)
    14, -9, 0, 5, 93*, 16
CN(C)N=Nc1c(F)c(F)cc(F)c1F
    2, 10, -2, 4, -11, 7
O=C(OC(c1ccccc1)C(c1ccccc1)N1CCOCC1)c1ccc([N+](=O)[O-])cc1 (centres undefined)
    8, 55, 55, 55, -5, 17
O=C(O)C1CC1Br (centres undefined)
    -15, 9, -4, 6, -14, 2
COC(=O)[C@@H]1[C@H](OC(C)=O)CCC2[C@@]3(C[C@@H](c4ccoc4)O[C@@H]3OC)[C@H](C)CC[C@]21C(=O)OC (some centres undefined)
    -5, -12, -39, -38, -9, -37
CCOC(=O)C(CC)(C(=O)OCC)c1c(Cl)c(=O)oc2ccc(Cl)cc12
    -3, 2, -1, -13, -5, -1
O=C1c2ccccc2C(O)(c2ccccc2)N1c1ccc([N+](=O)[O-])cc1 (centres undefined)
    99*, 99*, 99*, 99*, 99*, 99*
CC(=N\O)/C(=N/O)c1ccccc1
    -22, -35, -4, 4, -30, -2
O=C(Cn1cc(I)c(C(=O)NCC(O)CO)n1)NCC(O)CO (centres undefined)
    -9, -2, -8, -9, 27, -6
Cc1ccc(NC2C=C(c3ccccc3)Oc3ccccc32)c(C)c1 (centres undefined)
    -4, 20, 21, 8, -3, 14
NS(=O)(=O)c1ccc(NC(=O)C2C(=O)C(=O)N(c3ccc(S(N)(=O)=O)cc3)C2=O)cc1 (centres undefined)
    -10, 14, -1, 12, 2, -1
C=CCNc1nc2c(s1)C(=O)c1ccccc1C2=O
    93*, 91*, 94*, 88*, 92*, 92*
Nc1ccc(-c2ccc(N=C(/C=N/O)NO)cc2)cc1
    -4, -7, 2, -2, -46, 12
Cc1cccc(Cl)c1OCC(=O)Nc1ccccc1
    10, 21, 21, -4, 1, 59
O=C(OCC1OC(Oc2ccccc2CO)C(O)C(O)C1O)c1ccccc1 (centres undefined)
    1, -2, ·, 0, ·, ·
Cc1ccccc1OCCCCCl
    0, -3, 6, -2, 10, 1
CCOC(=O)N1CCN(CCO)CC1
    3, -20, 2, -8, -34, 3
Nc1ccc(S(=O)(=O)CCS(=O)(=O)c2ccc(N)cc2)cc1
    -4, 6, 1, 1, -25, 4
CC(=O)Nc1ccc(-c2cn3ccccc3n2)cc1
    -2, 7, 21, 22, 26, 14
Cc1cc(C)c(C(=O)/C=C/c2ccccc2)c(C)c1
    17, 56, 43, 20, 26, 44
COc1ccc(Cc2nccc3cc(OC)c(OC)cc23)cc1
    -17, 15, -13, -34, 12, -27
O=C1N(c2ccccc2)C2(O)C(=O)c3ccccc3C2(O)N1c1ccccc1 (centres undefined)
    -2, -10, 16, -4, 16, 3
O=C(Nc1ccc(F)cc1)Nc1cccc(C(=O)O)c1
    8, 20, 6, 12, 8, 22
CCC(=N\N=C(N)N)/C(CC)=N/N=C(N)N
    -6, -20, -10, -11, -27, -16
NC(=O)C(Cc1ccccc1)NC(=O)C(Cc1ccccc1)NC(=O)C(Cc1ccccc1)NC(=O)OCc1ccccc1 (centres undefined)
    8, 26, 18, 22, -12, -5
CCOc1c(N=Nc2ccc(O)cc2)c(C)nn1C(=S)SC
    18, 22, 32, 28, 16, -3
CN(c1ccccc1)C1C(=O)N(c2ccccc2)C1/C=C/c1ccccc1 (centres undefined)
    1, -9, 13, 39, 29, 12
Nc1ncc([N+](=O)[O-])c(N)n1
    5, 3, 8, 16, 1, -14
CC(C)OC(=O)N1C(=O)C2C3CCC(O3)C2C1=O (centres undefined)
    8, 9, 15, 16, 10, 10
CN(C)C1C(CO)OC(n2cnc3c(N)ncnc32)C1O (centres undefined)
    13, 21, -19, -82, 22, -12
Oc1ccc2oc3ccccc3c2c1
    76*, 95*, 84*, 94*, 76*, 88*
O=C(NN1C(=O)C(Cl)C1c1cccc(Cl)c1)c1ccccc1O (centres undefined)
    -29, -58, -8, -17, -27, -40
C[N+]1(c2ccccc2)C=C(c2ccccc2)SC1=S (centres undefined)
    21, 68, 60, 75*, 23, 55
Oc1ccc2c(c1)Cc1cc(Br)ccc1-2
    99*, 98*, 99*, 98*, 98*, 98*
CCCCCCCCCCCCCCCCCCNC(=S)/N=C/c1c(O)c2ccccc2[nH]c1=O
    7, 63, 86*, 58, -24, 72*
O=C(c1ccccc1Cl)N1CCCCC1
    0, -21, -14, -26, -36, -27
NC(=S)SCCC(=O)N1CCCC1
    -10, -1, -10, -2, -20, -7
CSCCC(N)C(=O)NCC(=O)O (centres undefined)
    -23&-23, -37&-14, 1&-11, -9&-11, -36&3, -12&-16
N=c1c2ccccc2nc2oc3ccccc3n12
    12, 49, 8, 6, 13, 25

Other results:
| SMILES | mec2-1 | yeast rad50 | yeast sgs1 mgt1 | mlh1 rad18 | cln2 rad14 | yeast bub3 |
| --- | --- | --- | --- | --- | --- | --- |
| CC[N](CC)[Ge]([CH2]C)[CH2]C.CC[N](CC)[Ge]([CH2]C)[CH2]C | 77* | 57 | 56 | 78* | 37 | 75* |
| C/C=C/[C@@]1(OC(=O)c2ccccc2)C[C@@H]2CCCC[C@@H]21 | 11 | 35 | 37 | 32 | 23 | 13 |
| O=S(=O)(c1ccc(NC(=S)N2CCCCC2)cc1)N1CCCCC1 | -8 | 17 | 5 | 7 | 4 | 6 |
| Cn1c(=O)c2[nH]c(=O)n(C)c2n(C)c1=O | 2 | -5 | 13 | 16 | -10 | 16 |
| O=C(O)c1ccccc1CC(Cc1ccc2c(c1)CCC2)C(=O)O (centres undefined) | -2 | -8 | -37 | -6 | -5 | -18 |
| O=C(/C=C/c1ccc(Cl)cc1)c1cccs1 | -14 | -3 | 37 | -8 | 1 | 10 |
| CCCc1nc2ccccc2c(=O)n1/N=C/c1ccc(Cl)cc1Cl | 0 | -12 | 0 | -3 | 3 | -3 |
| Cc1nc(N)c2c(ncn2C2OC(CO)C(O)C2O)n1 (centres undefined) | 2 | 9 | -5 | 15 | -9 | -9 |
| COc1ccc(N2C(=O)[C@@H](N=[N+]=[N-])[C@@H]2[C@H]2COC(C)(C)O2)cc1 | -14 | 2 | 1 | 9 | 5 | 3 |
| CSc1ccc(/C=N/NC(N)=S)cc1 | 76* | 91* | 81* | 85* | 44 | 86* |
| [N-]=[N+]=NC1(c2ccccc2)C(=O)C(Cl)=C(c2ccccc2)N(c2ccccc2)C1=O (centres undefined) | 2 | 5 | 15 | 3 | -17 | 14 |
| Cc1nc2oc(=O)cc(C)c2c(=O)[nH]1 | -11 | -4 | -14 | 10 | -11 | -30 |
| CCCC(C)C1SC(N)=NC1=O (centres undefined) | 0 | 6 | 5 | -5 | -39 | -7 |
| Cc1ccc(CCCCCOc2ccc(C3=NCCO3)cc2)s1 | 22 | -2 | 22 | -5 | -21 | -3 |
| C/C(=N\NC(=S)N1CCN(c2cnccn2)CC1)c1ccccn1 | 90* | 91* | 86* | 92* | 88* | 85* |
| CCn1cc(C(=O)O)c(=O)c2ccc(-c3cn[nH]c3C)nc21 | 34 | 45 | 35 | 30 | 4 | 12 |
| c1ccc2c(c1)N=C(c1cccc3ccccc13)CC(c1cccc3ccccc13)S2 (centres undefined) | -21 | -28 | -46 | -37 | -3 | -19 |
| N#CC(C#N)=CNC(N)=S | -9 | -5 | -21 | 10 | 14 | -15 |
| CCOCCOC(=O)c1ccc(C(N)=NC)cc1 | -1 | 13 | 5 | 6 | -8 | 6 |
| O=C(O)CNC(=O)CNC(=O)C(Cc1ccccc1)NC(=O)OCc1ccccc1 (centres undefined) | -1 | -3 | -7 | -4 | -45 | -4 |
| CCOC(=O)C1(Br)CCCCC1Br (centres undefined) | 41 | 24 | 34 | 37 | 14 | 10 |
| CC1(C)CC(=O)C2OC2(C)C1 (centres undefined) | -15 | -3 | -1 | 9 | 6 | -13 |
| O=C1CC(CCCc2ccccc2)C(=O)O1 (centres undefined) | 6 | 20 | 10 | 14 | 15 | 17 |
| CCOC(=O)C12CCSC1C1(C#N)C(C#N)=CC2(N=P(c2ccccc2)(c2ccccc2)c2ccccc2)n2c(=O)n(-c3ccccc3)c(=O)n21 (centres undefined) | 40 | 68 | 60 | 54 | 59 | 88* |
| O=S(=O)(O)c1ccc(N=Nc2c(O)cc(O)cc2O)cc1 | -7 | -22 | -7 | -18 | 17 | 32 |
| CSc1nc(NN)cc(-c2ccccc2)n1 | 50 | 12 | 57 | 79* | 3 | 81* |
| CC(=O)Oc1ccc2c(c1)Oc1cc(OC(C)=O)ccc1C21OC(=O)c2ccccc21 | 99*! | 98*! | 97*! | 99*! | -25&14 | 99*! |
| Nc1ncnc2nc(-c3ccc(C[P+](c4ccccc4)(c4ccccc4)c4ccccc4)cc3)[nH]c12 | 66 | 72* | 74* | 70 | 63 | 55 |
| CC(C)(C)c1cc(-c2cc(C(C)(C)C)n(-c3ccccc3)n2)nn1-c1ccccc1 | -27 | -23 | -17 | -27 | 16 | -31 |
| CN1N=Nc2cccc3cccc1c23 | 24 | 44 | 11 | 23 | -9 | 10 |

Compound profiles (already shown).
`CSc1nc(NN)cc(-c2ccccc2)n1` in the list: mec2-1 = 50; yeast rad50 = 12; yeast sgs1 mgt1 = 57; mlh1 rad18 = 79*; cln2 rad14 = 3; yeast bub3 = 81*
`CC(=O)Oc1ccc2c(c1)Oc1cc(OC(C)=O)ccc1C21OC(=O)c2ccccc21` in the list: mec2-1 = 99*!; yeast rad50 = 98*!; yeast sgs1 mgt1 = 97*!; mlh1 rad18 = 99*!; cln2 rad14 = -25&14; yeast bub3 = 99*!

The list continues:
| SMILES | mec2-1 | yeast rad50 | yeast sgs1 mgt1 | mlh1 rad18 | cln2 rad14 | yeast bub3 |
| --- | --- | --- | --- | --- | --- | --- |
| F[B-](F)(F)[NH2+]c1ccc(-c2ccc([NH2+][B-](F)(F)F)c(Cl)c2)cc1Cl | 8 | 35 | 42 | 11 | 38 | 20 |
| CC1(C#N)CC1(c1ccccc1)c1ccccc1 (centres undefined) | 7 | 0 | -1 | -21 | 18 | -22 |
| CCCCCCCCCCN1CCN(C(=O)OCC)CC1 | 72* | 95* | 95* | 89* | 91* | 96* |
| COc1cc(-c2cc(-c3cc(C)cc(Cl)c3O)nc3ncnc(N)c23)ccc1O | -16 | 51 | 38 | 24 | -16 | 13 |
| CCc1noc2cc(-c3ccccc3)n(C)c(=O)c12 | -25 | -24 | 3 | -4 | -3 | -17 |

No enrichment for hits; any-hit rate near 14%.
